High-throughput results (PubChem)
HKDC1 inhibitor: HKDC1 (human) hexokinase inhibition; Q2TB90; recombinant HKDC1, G6PDH/diaphorase resazurin coupled fluorescence; inhibition, % at 20 µM; actives 0.16% (n = 340,000); AID 493160;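 active = inhibition above about 35% when tested at 20 µM, limit read from the data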;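 also: plate controls were DMSO wells with enzyme for no effect and DMSO wells lacking enzyme for full effect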
Target sequence (Q2TB90 whole entry, looked up): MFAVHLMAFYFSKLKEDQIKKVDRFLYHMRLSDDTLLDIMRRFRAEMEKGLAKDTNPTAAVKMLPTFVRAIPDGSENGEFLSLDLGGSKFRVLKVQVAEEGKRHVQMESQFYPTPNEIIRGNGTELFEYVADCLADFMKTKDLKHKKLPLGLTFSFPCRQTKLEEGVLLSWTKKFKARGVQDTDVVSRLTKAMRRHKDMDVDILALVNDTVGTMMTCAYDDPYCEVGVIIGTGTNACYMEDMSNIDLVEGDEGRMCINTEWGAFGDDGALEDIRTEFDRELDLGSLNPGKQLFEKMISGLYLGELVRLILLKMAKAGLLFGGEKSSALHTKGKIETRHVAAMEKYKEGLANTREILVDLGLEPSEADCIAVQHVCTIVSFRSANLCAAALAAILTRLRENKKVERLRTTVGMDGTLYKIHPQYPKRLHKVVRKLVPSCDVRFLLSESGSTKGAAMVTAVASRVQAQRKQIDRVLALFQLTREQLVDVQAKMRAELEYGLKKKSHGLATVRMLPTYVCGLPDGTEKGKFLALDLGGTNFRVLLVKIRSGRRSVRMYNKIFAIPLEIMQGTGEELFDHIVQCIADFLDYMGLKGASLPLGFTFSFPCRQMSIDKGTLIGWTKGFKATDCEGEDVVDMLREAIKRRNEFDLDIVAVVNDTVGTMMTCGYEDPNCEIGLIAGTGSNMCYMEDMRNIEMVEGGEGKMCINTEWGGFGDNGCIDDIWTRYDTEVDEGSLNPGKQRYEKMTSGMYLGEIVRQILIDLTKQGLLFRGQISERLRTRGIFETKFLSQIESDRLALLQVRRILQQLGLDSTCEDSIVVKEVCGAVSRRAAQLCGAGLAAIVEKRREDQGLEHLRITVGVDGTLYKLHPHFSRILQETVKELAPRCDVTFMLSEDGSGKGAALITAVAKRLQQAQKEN
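Assay system: in-house recombinant HK5 (HKDC1) enzyme. Input: HKDC1 at 5 µg/mL. Medium: Tris pH 8.0 buffer with MgCl2, Tween-20, BSA, BME. Dosing: single 20 µM dose. Schedule: 90 min reaction incubation at room temperature, dark. Signal: resazurin-to-resorufin fluorescence via G6PDH and diaphorase coupling, 525/613 nm. Controls: DMSO-enzyme wells negative, buffer-substituted wells positive.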
APOBEC3A inh: blocks human APOBEC3A ssDNA deamination; recombinant A3A, FAM/TAMRA ssDNA deamination fluorescence; inhibition, % at 20 µM; actives 0.41% (n = 330,000); AID 493011;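 active = at least 40% inhibition at 20 µM here, with at most 30% in a related deaminase screen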;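 also: plate controls were A3A with DMSO for no effect and wells lacking A3A enzyme for full effect; some results filed as inactive read as strong as hits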
PfGluPho inh: PfG6PD (Plasmodium falciparum) enzyme inhibition. PfGluPho enzyme, NADPH resazurin-diaphorase fluorescence. inhibition, % at 20 µM. actives 0.78% (n = 350,000). AID 504690;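 active = inhibition reaching at least a set limit at 20 µM in the primary screen, cut at about 59% in these data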;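 also: 0% = DMSO wells with substrate and 100% = DMSO wells lacking glucose-6-phosphate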
ATG4B inhibitor: blocks human ATG4B protease cleavage of LC3 substrate | AID 504462 | actives 0.51% (n = 340,000) | Q9Y4P1 | inhibition, % at 8.33 µM | ATG4B cleavage of LC3-PLA2, NBD-HPC fluorescence, 1 h; in the data active = inhibition above about 40%
mIAP block: mouse IAP inhibition; actives 0.2% (n = 330,000); inhibition, % at 10 µM; purified mouse IAP, CDP-Star luminescence, 30 min; AID 2806;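 active = inhibition of at least 40% at 10 µM in the primary screen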;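 also: plate controls were DMSO with enzyme for no effect and no enzyme wells for full effect; values of inactives mirror those of a sister screen read the other way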
mIAP activ: increases mouse intestinal alkaline phosphatase activity; muIAP, CDP-Star luminescence, 30 min; stronger effect = higher value; 1 = vehicle-only enzyme signal, 0 = enzyme-free wells; activation factor at 10 µM; actives 0.24% (n = 330,000);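 active = activation factor of at least 2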; also: the source names both 10 and 20 µM as test concentration; values of inactives mirror those of a sister screen read the other way
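Assay system: mouse IAP enzyme; Reagent: CDP-Star chemiluminescent phosphatase substrate; Compound: DMSO-dissolved test compounds; Incubation: 30 min, room temperature; Technique: luminescence from enzymatic CDP-Star hydrolysis; Controls: DMSO-only wells and no-enzyme negative control.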
hIAP activ: human IAP activation; actives 0.16% (n = 330,000); purified human IAP, CDP-Star luminescence, 30 min; stronger effect = higher value; 1 = vehicle-only enzyme, 0 = enzyme-free background; P09923; activation factor at 10 µM;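 active = activation factor of the enzyme at least 2-fold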; also: the source names both 10 and 20 µM as test concentration; values of inactives mirror those of a sister screen read the other way
hIAP inh: human IAP inhibition | P09923 | purified IAP, CDP-Star luminescence, 30 min | inhibition, % at 10 µM | actives 0.12% (n = 330,000);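 active = inhibition reaching a set limit with compound at 10 µM in the primary screen, cut at about 35% in these data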;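 also: plate controls were DMSO wells with enzyme for no effect and no-enzyme buffer wells for full effect; values of inactives mirror those of a sister screen read the other way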
An asterisk follows results filed as active; . = not tested or not shown.

SMILES	HKDC1 inhibitor	APOBEC3A inh	PfGluPho inh	ATG4B inhibitor	mIAP block	mIAP activ	hIAP activ	hIAP inh
CCOC(=O)N1CCN(c2cc(=O)n(-c3ccccc3Cl)c(=O)[nH]2)CC1	0	0	-12	5	-4	1	1	0
Cc1ccc(C2(C)CC(C)(C)N(C(=O)CSc3nnc(C)s3)c3ccccc32)cc1 (configuration not stated)	-1	0	5	-6	-7	1.1	1	-3
CCOC(=O)C1=C(C)NC2=C(C(=O)CC(C)(C)C2)C1c1ccc(N(C)C)cc1 (configuration not stated)	2	-3	0	21	6	0.94	1.1	-9
c1ccc(-c2nc(NCC3CCCO3)c3oc4ccccc4c3n2)cc1 (configuration not stated)	13	-1	3	34	9	0.91	0.98	2
C=CC[n+]1cccc(-c2cc3ccc(C)cc3[nH]2)c1	0	-3	6	0	2	0.98	0.88	12
Cc1ccc(NC(=S)NN(C)c2nc(C)cnc2C)cc1	-12	0	-4	6	0	1	0.9	10
O=[N+]([O-])c1cccc(C2NCC(c3ccccc3Cl)c3c2[nH]c2ccccc32)c1 (configuration not stated)	-1	0	13	19	16	0.84	0.82	18
O=C(NC1CCCCC1)N1CCc2ccccc2C1	-3	8	2	-11	0	1	0.9	10
CCOC(=O)CN1CC23C=CC(O2)C(C(=O)NCCc2ccccc2)C3C1=O (configuration not stated)	-8	-2	1	-3	10	0.91	0.94	6
CC(C)(C)OC(=O)N1CCC(C(=O)O)CC1	2	0	7	-12	-8	1.1	1	-2
COC(=O)c1sc(N)c(C(=O)OC)c1COC(=O)c1c(C)noc1C	14	0	-2	13	7	0.93	0.9	10
Nc1nnc(SCc2ccc3c(c2)OCO3)s1	-1	-3	11	-3	-6	1.1	0.89	11
Cc1nn(Cc2c(Cl)cccc2Cl)c(C)c1NC(=O)CCCn1nc([N+](=O)[O-])c(Cl)c1C	16	7	-15	46*	6	0.94	1.1	-9
CC(=O)Nc1cccc(OCc2ccc(S(=O)(=O)Cc3ccccc3)cc2)c1	-6	0	-2	-4	4	0.96	1	-2
O=C(NCCN=C1NS(=O)(=O)c2ccccc21)c1ccco1	-9	-4	-3	-10	0	1	0.78	22
CCOC(=O)CSc1nc2c(sc(=S)n2-c2ccccc2OC)c(=O)n1-c1ccccc1OC	2	0	55	0	8	0.93	0.94	6
O=C1OC2(c3ccccc3)C3CCCC2C13	7	0	19	-4	-2	1	1	0
Cc1cccc(OCC(=O)Nc2ccc3oc(=O)ccc3c2)c1C	1	0	-5	-13	-11	1.1	0.92	8
CCOC(=O)CCc1c(C)nc2cc(-c3ccccc3OC)[nH]n2c1=O	13	-3	-30	4	-1	1	1	-2
O=C(CN1CCN(c2ccc(O)cc2)CC1)Nc1cc(S(=O)(=O)N2CCCCC2)ccc1Cl	11	-4	56	-15	-8	1.1	1.1	-5

Some of the entries above, reformatted.
| Compound | HKDC1 inhibitor | APOBEC3A inh | PfGluPho inh | ATG4B inhibitor | mIAP block | mIAP activ | hIAP activ | hIAP inh |
| --- | --- | --- | --- | --- | --- | --- | --- | --- |
| CC(C)(C)OC(=O)N1CCC(C(=O)O)CC1 | 2 | 0 | 7 | -12 | -8 | 1.1 | 1 | -2 |
| COC(=O)c1sc(N)c(C(=O)OC)c1COC(=O)c1c(C)noc1C | 14 | 0 | -2 | 13 | 7 | 0.93 | 0.9 | 10 |
| Nc1nnc(SCc2ccc3c(c2)OCO3)s1 | -1 | -3 | 11 | -3 | -6 | 1.1 | 0.89 | 11 |
| Cc1nn(Cc2c(Cl)cccc2Cl)c(C)c1NC(=O)CCCn1nc([N+](=O)[O-])c(Cl)c1C | 16 | 7 | -15 | 46* | 6 | 0.94 | 1.1 | -9 |
| CC(=O)Nc1cccc(OCc2ccc(S(=O)(=O)Cc3ccccc3)cc2)c1 | -6 | 0 | -2 | -4 | 4 | 0.96 | 1 | -2 |
| O=C(NCCN=C1NS(=O)(=O)c2ccccc21)c1ccco1 | -9 | -4 | -3 | -10 | 0 | 1 | 0.78 | 22 |
| CCOC(=O)CSc1nc2c(sc(=S)n2-c2ccccc2OC)c(=O)n1-c1ccccc1OC | 2 | 0 | 55 | 0 | 8 | 0.93 | 0.94 | 6 |
| O=C1OC2(c3ccccc3)C3CCCC2C13 | 7 | 0 | 19 | -4 | -2 | 1 | 1 | 0 |
| Cc1cccc(OCC(=O)Nc2ccc3oc(=O)ccc3c2)c1C | 1 | 0 | -5 | -13 | -11 | 1.1 | 0.92 | 8 |
| CCOC(=O)CCc1c(C)nc2cc(-c3ccccc3OC)[nH]n2c1=O | 13 | -3 | -30 | 4 | -1 | 1 | 1 | -2 |
| O=C(CN1CCN(c2ccc(O)cc2)CC1)Nc1cc(S(=O)(=O)N2CCCCC2)ccc1Cl | 11 | -4 | 56 | -15 | -8 | 1.1 | 1.1 | -5 |

Further results follow.
SMILES	HKDC1 inhibitor	APOBEC3A inh	PfGluPho inh	ATG4B inhibitor	mIAP block	mIAP activ	hIAP activ	hIAP inh
Cc1ccc(S(=O)(=O)NCC2(c3ccccc3)CCN(C)CC2)cc1	1	-6	-5	3	-5	1.1	1	-4
CC(C)CCc1c(O)nc(SCC(=O)N2CCCCCC2)[nH]c1=O	.	-5	.	.	0	1	0.85	15
O=C(O)c1cnn2c(C(F)F)cc(C(F)F)nc12	-6	0	1	-3	0	1	0.98	2
CC(C)N1CCN(Cc2cn[nH]c2C2CCCCC2)CC1CCO (configuration not stated)	-3	-7	10	-13	-8	1.1	1.1	-8
COC(=O)CSC1=C(C#N)C(c2ccccc2F)CC(=O)N1 (configuration not stated)	-2	-5	18	-2	6	0.94	0.84	16
O=C(CCC(=O)N1CCN(c2ccccc2F)CC1)N1CCN(c2ccccc2)CC1	-1	-6	0	-12	5	0.95	1.2	-22
O=C(CCc1nnc(CCCc2ccccc2)o1)N1CCCCCC1	-12	1	10	-10	1	0.99	0.97	3
O=C(CN1C(=O)CCC1=O)Nc1nc(-c2cccs2)cs1	-2	-2	7	-4	0	1	0.96	4
COC(=O)c1ccsc1NC(=O)CN1CCN(c2ccc(F)cc2)CC1	1	-2	7	3	-7	1.1	1.1	-6
O=C(Nc1cccc(C(=O)NC2CC2)c1)c1ccc(Cl)c(S(=O)(=O)N2CCOCC2)c1	-6	8	11	0	-4	1	0.94	6
COc1ccccc1NC(=O)c1c(NC(=O)CCC(=O)O)sc2c1CCCCC2	-4	-4	-18	8	9	0.91	1	-2
OCCN1CCN(c2cc(C(F)(F)F)nc3ccccc23)CC1	-5	-4	-5	-2	5	0.95	0.82	18
Cc1ccc(NC(=O)c2sc(N)nc2C)cc1	0	3	10	-1	-6	1.1	1.1	-8
N#CC1(NC(=O)COC(=O)c2ccccc2[N+](=O)[O-])CCCCC1	-3	-3	12	-1	14	0.86	0.87	13
CCOC(=O)N1CCC(N2C(=O)c3ccc(C(=O)Nc4ccc(F)cc4F)cc3C2=O)CC1	-10	2	9	-6	8	0.92	0.98	2
O=C(CCl)Nc1ccccc1C(=O)NCc1ccccc1	-2	-2	0	-1	-5	1	1	-1
CC(=O)c1cccc(NC(=O)C2C3C=CC(C3=C(c3ccccc3)c3ccccc3)C2C(=O)O)c1 (configuration not stated)	2	-4	0	79*	-6	1.1	1.1	-5
COc1ccc2cc(CCN3C(=O)c4ccccc4C3=O)c(=O)[nH]c2c1	-5	4	10	-3	7	0.93	1	-3
O=C(NCc1ccco1)C(c1ccco1)N(CCc1ccccc1)C(=O)Cn1nnc2ccccc21 (configuration not stated)	-2	4	-4	-12	-25	1.2	1.2	-25
C#CCNC(=O)C1=C[C@@H](c2ccc(C#C)cc2)C[C@@H](OCc2ccc(CO)cc2)O1	-1	1	4	8	-8	1.1	1.1	-14
Cc1ccc(-c2nonc2NC(=O)c2ccco2)cc1	3	-4	-6	5	-7	1.1	1	-2
CCCCn1c(SCC(=O)Nc2cc(C)on2)nnc1-c1ccco1	-6	0	-10	-1	-4	1	1	-1
OCCN1CCN(C(=S)NCCc2ccccc2)CC1	-4	-2	-7	-11	3	0.97	0.95	5
COC(=O)N1[C@H](C)C=C[C@]1(Cc1ccccc1)C(=O)O	-1	-5	-22	7	-1	1	1.1	-5
CC(Sc1nncs1)C(=O)Nc1ccc(Cl)cn1 (configuration not stated)	-13	-1	-5	-2	-6	1.1	1.1	-7
CCOC(=O)NC(Nc1cc(C)on1)(C(F)(F)F)C(F)(F)F	4	2	-1	2	2	0.98	0.99	1
CN1CCOCCOc2ccccc2OCCOCC1	-2	-2	-19	1	2	0.98	1.6	-56
COc1ccccc1NC(=O)C(C)Sc1nnnn1C (configuration not stated)	-2	0	11	-8	-2	1	1.1	-6
C=CCC[C@H](Cc1ccc(F)cc1)C(=O)OC[C@@H](C)NC(=O)[C@@H](CC=C)CC(=O)N[C@@H](CO)Cc1ccccc1	-2	-4	7	-13	15	0.85	1.2	-21
c1ccc2c(Cn3nnc4ccccc43)cccc2c1	-6	1	-19	-5	-11	1.1	1.1	-9
Cc1ccc(C(=O)CSc2cnc3ccccc3n2)cc1C	18	2	8	-4	2	0.97	1.5	-50
O=C(Nc1cccc(S(=O)(=O)N2CCCC2)c1)c1ccc(Cl)nc1	-3	-5	11	-6	-2	1	1	-4
CCN1CCc2c(sc(NC(=O)c3ccc(S(=O)(=O)N4CCOCC4)cc3)c2C(N)=O)C1	-1	-1	-2	-10	16	0.84	1.1	-6
COc1ccccc1NCC(=O)N/N=C(\C)c1cccs1	5	-1	9	4	15	0.85	0.91	9
COc1ccc(CN(C)C(=O)Cn2cnc3c(SC)nc(N)nc32)cc1OC	-9	-5	13	.	-8	1.1	0.87	13
O=C(c1ccc(F)cc1)C1CCN(C(=O)c2ccccc2)CC1	-4	-6	-5	4	-1	1	0.85	14
COC(=O)c1ccncc1C(=O)Nc1ccc(OC)cc1	-4	0	-5	-4	-8	1.1	1.2	-19
COc1ccccc1CN1C[C@@H]2C[C@@H](c3ccc(C)c(C)c3)N3CCC[C@@]23C1=O	17	-2	-13	4	-4	1	0.99	1
O=C(NNC1=NCCC1)c1cccc(Br)c1	1	1	-1	-2	3	0.97	0.91	9
O=C(Nc1ccc(S(=O)(=O)NCc2ccco2)cc1)c1ccncc1	-3	-7	6	-7	0	1	1	-1
COc1cc(C(=O)N2CCC(C(=O)Nc3cccc(C(C)=O)c3)CC2)cc(OC)c1OC	-8	-1	-5	-6	5	0.95	1.1	-13
CCOC(=O)[C@H]1[C@H]2COc3ccc(Cl)cc3[C@@H]2N2C(=O)CN(Cc3ccc(F)cc3)C(=O)[C@@]12C	4	-1	12	-10	3	0.97	1	-1
Cc1csc(NC(=O)CSc2nc3[nH]ncc3c(=O)[nH]2)n1	-5	-1	-5	-6	1	0.99	1.1	-5
CC(C)c1ccc(NC(=O)COC(=O)/C=C/c2cccc([N+](=O)[O-])c2)cc1	-8	4	3	-5	4	0.96	0.93	7
CN(C[C@H](Cc1ccccc1)N(C[C@H](Cc1ccccc1)N(CCC(C)(C)C)N=O)N=O)N=O	1	98*	-16	-2	0	1	0.96	4
CC(=O)c1c(C)[nH]c(C(=O)COC(=O)c2cc(S(=O)(=O)N(C)c3ccccc3)ccc2Cl)c1C	-5	-3	2	-6	1	0.99	0.93	7
CC(C)NC(=O)COC(=O)c1ccccc1CSC1=NCCS1	-7	-2	-5	2	-3	1	0.99	1
